EPAC2 antag – qHTS for Antagonist of cAMP-regulated guanine nucleotide exchange factor 2 (EPAC2): primary screen; actives 0.18% (n = 360,000); Potency, µM (titrated, usually from 114 µM), for inactives: at the top dose activity, negative = inhibition, most hits filed as inhibitors; EPAC2 GEF exchange of Rap1B-BODIPY-GDP, fluorescence; also: potency is read from the fitted curve at half-maximal effect; % is scaled to controls: 0 for no effect and ±100 for the full control effect; nearly all actives have a fitted effect of over 45% in size; many of its hits are not listed in these tables
Target sequence (Q8WZA2 whole entry, looked up): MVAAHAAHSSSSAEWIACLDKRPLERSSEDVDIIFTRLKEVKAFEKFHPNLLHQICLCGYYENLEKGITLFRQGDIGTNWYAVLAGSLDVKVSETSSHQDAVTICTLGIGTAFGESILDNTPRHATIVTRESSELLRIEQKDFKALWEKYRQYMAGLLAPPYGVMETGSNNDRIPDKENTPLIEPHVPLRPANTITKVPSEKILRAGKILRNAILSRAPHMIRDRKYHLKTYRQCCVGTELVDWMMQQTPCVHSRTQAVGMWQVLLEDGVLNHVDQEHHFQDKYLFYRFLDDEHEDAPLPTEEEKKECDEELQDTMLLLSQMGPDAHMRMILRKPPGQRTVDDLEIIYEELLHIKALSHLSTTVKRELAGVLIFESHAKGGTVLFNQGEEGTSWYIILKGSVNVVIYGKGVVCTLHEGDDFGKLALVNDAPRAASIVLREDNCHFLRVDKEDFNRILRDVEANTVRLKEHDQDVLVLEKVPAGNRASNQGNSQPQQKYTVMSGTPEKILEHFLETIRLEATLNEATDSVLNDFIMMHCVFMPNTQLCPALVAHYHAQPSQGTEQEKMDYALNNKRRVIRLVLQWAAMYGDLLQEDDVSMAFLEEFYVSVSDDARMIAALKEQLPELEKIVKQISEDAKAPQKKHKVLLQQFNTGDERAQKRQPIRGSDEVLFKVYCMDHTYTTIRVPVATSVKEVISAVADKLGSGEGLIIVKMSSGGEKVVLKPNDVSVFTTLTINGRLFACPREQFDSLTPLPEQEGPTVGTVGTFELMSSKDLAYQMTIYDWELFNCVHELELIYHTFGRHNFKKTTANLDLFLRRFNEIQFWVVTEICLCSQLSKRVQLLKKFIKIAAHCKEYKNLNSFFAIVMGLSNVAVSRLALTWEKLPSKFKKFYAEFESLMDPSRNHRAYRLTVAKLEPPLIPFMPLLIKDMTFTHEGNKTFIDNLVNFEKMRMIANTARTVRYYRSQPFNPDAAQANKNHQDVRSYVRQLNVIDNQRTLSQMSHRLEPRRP
Nrf2 ARE act – qHTS of Nrf2 Activators; actives 0.31% (n = 410,000); AREc32 ARE-luciferase reporter (MCF7-derived line), luminescence, 24 h; Potency, µM (doses to about 46.1 µM), for the others: at the highest dose activation, usual class: activators; also: potency is read from the fitted curve at half-maximal effect; % of control where 0% means no effect; nearly all actives have a fitted effect of over 65% in size
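Steps: seed AREc32_Fluc cells (1000/well, 5% FBS OPTI-MEM); incubate overnight at 37 deg C; add 23 nL compound; incubate 24 hr; add Steady-Glo; hold 30 min RT; read luminescence.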
CCT chaperon mod – High-Throughput Screening for Modulators of Cytosolic Chaperonin Activity | purified chaperonin ATPase assay, HTRF ADP detection, 30 min | activity change, % (concentration not given with the values), hits read low | actives 0.3% (n = 360,000) | AID 651819, 2012; in the data active = activity change below about -30%; also: % is scaled to controls: 0 for no effect and ±100 for the full control effect
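Enzyme 40 or 20 nM (batch-dependent) in Tris pH 7.4/KCl/MgCl2/DTT; cpd 76 uM single point; ATP 10 uM; 30 min 37 °C; Transcreener ADP HTRF detection, 30 min RT; ratio 665/615.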
Nrf2 inh – Nrf2 qHTS screen for inhibitors | A549 ARE-Fluc reporter, luciferase luminescence, 18-24 h | Potency, µM (top dose mostly 46 µM), for the others: at the top dose activity change, negative = inhibition, most hits filed as inhibitors | actives 2.1% (n = 360,000) | AID 504444, 2011; also: potency is read from the fitted curve at half-maximal effect; % is scaled to controls: 0 for no effect and ±100 for the full control effect; nearly all actives have a fitted effect of over 60% in size
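A549 ARE_Fluc cells (5000/well, 5% FBS OPTI-MEM) pre-incubated 2 h, then treated with compounds 18-24 h at 37C/5% CO2 in concentration-response. CellTiter-Fluor viability read first; BugLite luciferase luminescence after 15 min at room temperature gives Nrf2 activity.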
Akt phos inh – HTS Assay for Inhibitors of Akt Phophorylation: Primary Screen; Neuro2A IGF-stimulated pAkt S473 HTRF, 20 min; active compounds read low; activity change, % for hits at 50 µM; actives 0.32% (n = 360,000); AID 651550, 2012; in the data active = activity change below about -80%; inconclusive = mostly about -51% to -80%; also: % is scaled to controls: 0 for no effect and ±100 for the full control effect
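Single-point screen (50 µM final compound) in Neuro2A cells stimulated 20 min with 6 nM IGF at 37 deg C. After lysis, Ser473-phosphorylated Akt read by HTRF (ex 330 nm, em 615/665 nm) as the 665/615 ratio.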
EPAC2 agonist – qHTS for Agonist of cAMP-regulated guanine nucleotide exchange factor 4 (EPAC2): primary screen; Rap guanine nucleotide exchange factor 4 (Homo sapiens), Q8WZA2; EPAC2 activation, biochemical qHTS; response scale: 100% = 6.5 mM cAMP response; Potency, µM (titrated, usually from 154 µM), without a hit: at the highest dose activation, most hits filed as activators; actives 0.079% (n = 360,000); AID 720711, 2013; also: potency is read from the fitted curve at half-maximal effect; nearly all actives have a fitted effect of over 50% in size
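Readout is BODIPY fluorescence (480 nm excitation, 540 nm emission), which falls as labeled GDP is exchanged off Rap1B. EPAC2 at 100 nM acted on 250 nM RAP1B-BODIPY-GDP with 50 uM GDP present.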
A549 viability – Nrf2 qHTS screen for inhibitors: counterscreen for cytotoxicity; A549 ARE-Fluc cells, CellTiter-Fluor viability, 18-24 h; Potency, µM (titrated, usually from 46 µM), for the others: top-dose activity change, negative = cytotoxicity, most hits filed as inhibitors; actives 0.16% (n = 390,000); AID 504648, 2011; also: potency is read from the fitted curve at half-maximal effect; % is scaled to controls: 0 for no effect and ±100 for the full control effect
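Cytotoxicity counterscreen: CellTiter-Fluor fluorescence was measured in A549 ARE_Fluc cells after 18-24 h of compound exposure in a concentration series. The subsequent BugLite luminescent read reports ARE-luciferase activity.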
Mm-Cpn inhibitor – Inhibitors of TCP-1 ring complex (TRiC) of Methanococcus maripaludis (MmCpn): qHTS | purified Mm-Cpn ATPase, ADP Transcreener TR-FRET | Potency, µM (titrated, usually from 76.9 µM), for inactives: top-dose activity, negative = inhibition, most hits filed as inhibitors | actives 0.031% (n = 330,000); also: potency is read from the fitted curve at half-maximal effect; % is scaled to controls: 0 for no effect and ±100 for the full control effect; nearly all actives have a fitted effect of over 80% in size
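25 nM Mm-CPN + cpd, 10 min 37°C; + 10 uM ATP, 30 min 37°C; buffer 30 mM Tris pH 7.4, 100 mM KCl, 5 mM MgCl2, 1 mM DTT; Transcreener ADP HTRF detection 30 min RT.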
TGFb inhibitor – qHTS for Inhibitors of TGF-b; HepG2 CAGA-GFP TGF-b/SMAD3 reporter, GFP fluorescence, 18 h; TGF-beta stimulated, 500 pg/mL final; Potency, µM (series often up to 46.1 µM), inactives show at the highest dose activity, negative = inhibition, actives largely listed as inhibitors; actives 1.2% (n = 410,000); AID 588855, 2011; also: potency is read from the fitted curve at half-maximal effect; % is scaled to controls: 0 for no effect and ±100 for the full control effect; nearly all actives have a fitted effect of over 65% in size
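HEPG2 CAGA-GFP, 1000 cells/well; 2 h settle, 37 C; cpd via pin tool; TGF-b 500 pg/mL final; 18 h, 37 C; GFP imaging ex488/em500-530; %Activity normalised to -TGF-b and +DMSO controls; CRC fit, curve class.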
Active calls of the source: *; i = inactive; ? = inconclusive; / = no result given; & = joins results of further samples; [ ] = remark or other dose. Unless noted, calls follow the shape of the dose curve; as a rule, active = well fitted curve in the direction sought with a large enough effect; inconclusive = small, poorly fitted or top-dose-only effect, or another doubt; inactive = no such curve, though single readings can be large; an effect the other way counts as inactive or inconclusive. This is a subset, so the mix of outcomes need not match the whole.

Compound	EPAC2 antag	Nrf2 ARE act	CCT chaperon mod	Nrf2 inh	Akt phos inh	EPAC2 agonist	A549 viability	Mm-Cpn inhibitor	TGFb inhibitor
CCOC(=O)c1ccc(NC(=O)COc2ccc(-n3cnnn3)cc2)cc1	-3%	0.0%	-2.9	0%	i	0%	-8%	-1%	12%
COc1cc(NC(=O)C2CCN(S(=O)(=O)c3c(C)noc3/C=C/c3cccs3)CC2)cc(OC)c1	/	8.3%	/	7%	/	/	-2%	/	?
CC(C)CN(C(=O)CN1C(=O)NC2(CCc3ccccc32)C1=O)C1CCS(=O)(=O)C1 (centres undefined)	10%	0.2%	0.5	1%	i	-1%	0%	-1%	0%
c1ccc(SCc2cc(-c3ccccc3)no2)cc1	-18%	4.2%	-4.9	?	i	17%	0%	-2%	-22%
CC[C@]1(C(=O)OC)[C@H]2C(=O)N(Cc3ccccc3)C(=O)[C@H]2[C@H]2CN(C)C(=NC)N21	3%	0.3%	0.4	4%	i	10%	1%	-1%	11%
Cc1ccc(-c2nsc(SCC(=O)NCC3CCCO3)n2)cc1 (centres undefined)	-6%	9.1%	1.8	?	i	6%	-13%	1%	-13%
CCCCCn1nnnc1-c1nc2cc3ccccc3cc2[nH]c1=O	7%	-0.4%	-0.4	/	i	5%	/	/	/
N#C/C(=C\Nc1ccccc1O)c1nc2ccccc2o1	-8%	?	-5.0	?	i	13%	?	2%	?
Cc1ccc(S(=O)(=O)N2C[C@H]3n4c(=O)ccc(=O)n4C[C@H](OC(=O)NCc4ccccc4)[C@@]3(O)C2)cc1	0%	-2.3%	-1.8	/	i	21%	/	/	-7%
CCOC(=O)c1ccc(S(=O)(=O)N2CC(=O)Nc3ccccc32)cc1	-3%	7.6%	-1.9	12%	i	3%	-6%	-1%	-17%
CC(=O)c1cccc(NC(=O)C(=O)Nc2cccc3ccccc23)c1	14%	-0.3%	1.8	?	i	-12%	-10%	-5%	-25%
CCOC(=O)C(CC(C)C)CP(=O)(O)CNC(=O)OCc1ccccc1 (centres undefined)	3%	-0.1%	-0.4	-10%	i	-5%	-11%	-1%	1%
COc1ccccc1CNc1nc2ccc(C)cc2n2nnnc12	/	3.2%	/	?	/	/	12%	/	20%
O/N=C(/Cc1ccccn1)c1ccccc1	0%	-0.4%	1.3	/	i	7%	0%	1%	-5%
Cc1cccc(NC(=O)c2oc3ccccc3c2NC(=O)c2cc(=O)c3ccccc3o2)c1	/	-0.7%	/	8%	/	/	-8%	/	3%
CC(C)Sc1cc(N2CCCC2)nc(-c2ccccc2Cl)n1	-7%	0.3%	-1.1	-1%	i	21%	2%	0%	-3%
CC(C)C1CC(CCNCc2ccc3c(c2)OCO3)(c2ccccc2)CCO1 (centres undefined)	1%	6.9%	1.1	?	i	4%	-6%	-3%	?
Cc1nn(-c2ccc(F)cc2)c(-n2cccc2)c1C(=O)NCCCN1CCN(c2ccccc2F)CC1	/	0.1%	/	?	/	/	-7%	/	?
COc1cc2nc(SCC(=O)Nc3cccc(C)c3)n3nc(CCn4c(C)nc5ccccc54)nc3c2cc1OC	/	5.6%	/	-43%	/	/	0%	/	-7%
C=CCN1C(=O)c2ccc(C(=O)OCC(=O)Nc3ccc(S(N)(=O)=O)cc3)cc2C1=O	-4%	-0.3%	-0.1	10%	i	15%	-1%	2%	1%
COc1ccc(CCNC(=O)c2cc3c(=O)n4ccccc4nc3n(CC3CCCO3)c2=N)cc1 (centres undefined)	12%	0.5%	-2.6	3%	i	2%	0%	/	2%
COc1ccc(CN2CCN(C(=O)c3cc(-c4cccnc4)nc4ccc(Cl)cc34)CC2)c(OC)c1OC	-22%	-0.3%	0.7	-26%	i	3%	-12%	-4%	?
OC(c1ccccc1)c1nc(-c2ccc3c(c2)OCO3)cs1 (centres undefined)	-5%	4.1%	1.1	/	i	6%	/	/	30%[activator]
CS(=O)(=O)c1ccc(C(=O)CN2C(=O)NC3(CCCc4ccccc43)C2=O)cc1 (centres undefined)	-2%	-0.8%	-1.1	7%	i	9%	-5%	1%	4%
CCCN(CC1CC1)C(=S)NC(=O)C1CC1	-2%	-0.4%	-1.3	-10%	i	15%	1%	1%	6%
Cc1sc(NC(=S)NC(=O)CCc2ccccc2)c(C(N)=O)c1C	-4%	-0.2%	-2.2	?	i	2%	-11%	-13%	?
Fc1cc(F)c2nc(N3CCCC3)sc2c1	6%	5.2%	-1.5	?	i	2%	4%	2%	-1%
CCCNC(=S)N1CCC(n2cnc3ccccc32)CC1	-6%	-0.5%	-1.5	-39%	i	-5%	5%	3%	1%
Cc1cc(NO)c(C(C)C)cc1N=O	-9%	-0.1%	-12	-3%	i	4%	6%	0%	-13%
COc1ccc(CN2[C@@H](CC(=O)O)c3cc(C(F)(F)F)ccc3S2(=O)=O)cc1	1%	-0.6%	-2.1	-11%	i	7%	3%	/	-12%&-4%
COc1cc(NC(=O)c2cccc3c(-c4cccnc4)coc23)cc(OC)c1OC	-3%	-0.8%	-2.8	/	i	5%	/	/	3%
COc1ccc(-c2n[nH]c(C)c2-c2cscn2)c(O)c1	-16%	-0.6%	-5.0	-10%	i	9%	7%	1%	-1%
Fc1ccc(-n2[nH]nnc2=S)cc1N1CCCC1	10%	-0.4%	1.2	5%	i	0%	-13%	0%	2%
CCn1nc(C(=O)Nc2ccccc2N2CCCC2)c2ccccc2c1=O	-18%	-0.6%	0.6	?	i	10%	-1%	-1%	-25%
CCNC(=O)C12CCC(C)(C(=O)O1)C2(C)C (centres undefined)	12%	0.0%	-1.7	5%	i	8%	4%	2%[15.4 µM]	-2%
CCOC(=O)/C(C#N)=C/c1cn(CCC(=O)O)nc1-c1ccc(OC)cc1	0%	2.6%	-2.3	-2%	i	6%	0%	-1%	2%
COc1ccc(CCNCC(O)COc2ccc(OC)cc2C(C)(C)C)cc1 (centres undefined)	-2%	0.3%	-2.2	5%	i	3%	1%	1%	?
O=C1C[C@H]2[C@H](CO)[C@@H](OC(=O)c3ccc(-c4ccccc4)cc3)C[C@H]2O1	3%	4.9%	-1.5	13%	i	3%	-1%	3%	-12%
Cc1cc(NC(=O)CSc2ncc(C(=O)O)n2-c2ccc(F)cc2)no1	1%	-0.5%	-1.0	11%	i	-5%	0%	-3%	0%
C=CCn1c(SCC(=O)Nc2c(C)n(C)n(-c3ccccc3)c2=O)nc2scc(-c3ccccc3)c2c1=O	-5%	0.1%	1.0	-5%	i	6%	5%	-3%	-12%
CCN(C(=O)CSc1nnnn1-c1ccccc1)c1c(N)n(Cc2ccccc2)c(=O)[nH]c1=O	7%	0.2%	-15	4%	i	2%	-3%	0%	?
COc1ccc(-c2c(-c3ccc(OCC(=O)NN)cc3O)n[nH]c2C)cc1OC	4%	1.7%	0.5	-7%	i	9%	0%	1%	0%
O=C1CN(C(=O)COC(=O)CNC(=O)c2ccc(Br)o2)c2ccccc2N1	11%	-0.7%	0.4	25%	i	3%	1%	0%	6%
O=S(=O)(Nc1nccs1)c1ccc(Nc2nnc(-c3ccccc3)c3ccccc23)cc1	-11%	1.6%	-3.1	6%	i	-3%	5%	-21%	?
Cc1ccc(OCCSc2nc3ccccc3n2CC(=O)N2CCOCC2)cc1	/	3.2%	/	18µM*	/	/	0%	/	-11%
COc1cccc(CNC(=O)C2CCN(S(=O)(=O)N3CCCC3)CC2)c1	5%	-0.2%	0.5	6%	i	5%	-4%	-3%	-5%
COc1ccccc1CNC(=O)C(C)Sc1ccsc1[N+](=O)[O-] (centres undefined)	4%	4.8%	-1.4	-5%	i	-4%	-4%	1%	-6%
O=C1SC(Cc2ccccc2)C(=O)N1c1ccccc1 (centres undefined)	0%	0.1%	-6.4	2%	i	13%	10%	-2%	-11%

Whole records as entered above. Order of screens: EPAC2 antag, Nrf2 ARE act, CCT chaperon mod, Nrf2 inh, Akt phos inh, EPAC2 agonist, A549 viability, Mm-Cpn inhibitor, TGFb inhibitor
Results for `C=CCn1c(SCC(=O)Nc2c(C)n(C)n(-c3ccccc3)c2=O)nc2scc(-c3ccccc3)c2c1=O` = -5%, 0.1%, 1.0, -5%, i, 6%, 5%, -3%, -12%
Results for `O=C1SC(Cc2ccccc2)C(=O)N1c1ccccc1` (centres undefined) = 0%, 0.1%, -6.4, 2%, i, 13%, 10%, -2%, -11%

The list goes on:
Compound	EPAC2 antag	Nrf2 ARE act	CCT chaperon mod	Nrf2 inh	Akt phos inh	EPAC2 agonist	A549 viability	Mm-Cpn inhibitor	TGFb inhibitor
C=C1CCN([C@@H](Cc2ccccc2)C(=O)O)S(=O)(=O)c2ccccc21	16%	0.2%	-0.1	-16%	i	7%	0%	/	-1%
COC(/C=C/Nc1ccc(C)cc1)=C(C#N)C#N	6%	2.4%	-1.6	5%	i	6%	2%	2%	-7%
CCn1ncc(/C=N\NC(=O)c2cc(-c3ccc(C)cc3C)nc3ccccc23)c1C	-5%	0.1%	0.2	-25%	i	-1%	-21%	-2%	3%
NC(=O)COC(=O)c1cccnc1Nc1ccccc1F	20%	4.8%	1.1	8%	i	8%	2%	-2%	-8%
COc1ccc(F)c(CN(C)CC2CCCN(CCc3ccc(F)cc3)C2)c1 (centres undefined)	3%	0.0%	-1.7	-3%	i	0%	-7%	-3%	?

Source: PubChem (National Center for Advancing Translational Sciences (NCATS))
